Assay outcomes deposited in PubChem by several laboratories.
PP1 counter – PP1-alpha phosphatase inhibitors, primary screen, counter-screen for PP5 inhibitor project, biochemical, fluorescence, OMFP substrate, single point; Serine/threonine-protein phosphatase PP1-alpha catalytic subunit (Homo sapiens), P62136; AID 2235, 2010; 0.9% of 320,000 active; inhibition, % at 6.7 µM; purified PP1alpha;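 active = inhibition above the mean inhibition of all tested compounds plus 3 SD, computed separately for each screening campaign, cut at about 15% in these data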
GRK2 inh – compounds blocking aptamer binding on GRK2 – biochemical, human GRK2, bead flow cytometry, HTS, primary screen; Beta-adrenergic receptor kinase 1 (Homo sapiens), P25098; FAM-aptamer displacement from GRK2; inhibition of aptamer binding, % at 10 µM; 0.59% of 330,000 active;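 active = inhibition of aptamer binding above 40%, roughly 3 SD of noise, on plates passing a quality check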;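 also: median bead fluorescence of bound FAM aptamer so fluorescent compounds give negative values; no value below 0 was filed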
GASC-1 inh – inhibitors of GASC-1 histone demethylase, primary screen, biochemical, fluorescence, DELFIA europium. Lysine-specific demethylase 4C (Homo sapiens), Q9H3R0. GST-JMJD2C(1-420) H3K9me3 demethylation. inhibition, % at 2.35 µM. 0.069% of 330,000 active. AID 2099, 2009;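 active = more than half of a compound's replicate wells show inhibition beyond 50%, single wells judged on their own value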;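 also: signal counts dimethyl H3K9 product captured on neutravidin plate; 0% = median of DMSO wells and 100% = 0.3 times that DMSO median; strong numbers were not always called active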
procasp3 activ – activators of human procaspase-3 D3A mutant, primary screen, biochemical, absorbance, PC-3 D3A mutant, single concentration; Caspase-3 (Homo sapiens), P42574; recombinant procaspase-3 D3A, Ac-DEVD-pNA absorbance 405 nm; activation, % at 8.5 µM; 0.11% of 330,000 active;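 active = activation above the mean of all tested compounds plus 3 SD, cut at about 21% in these data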;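 also: 0% = DMSO alone and 100% = DMSO wells spiked with extra 5 µM PC-3 D3A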
Target sequence (P42574 whole entry D9A/D28A/D175A): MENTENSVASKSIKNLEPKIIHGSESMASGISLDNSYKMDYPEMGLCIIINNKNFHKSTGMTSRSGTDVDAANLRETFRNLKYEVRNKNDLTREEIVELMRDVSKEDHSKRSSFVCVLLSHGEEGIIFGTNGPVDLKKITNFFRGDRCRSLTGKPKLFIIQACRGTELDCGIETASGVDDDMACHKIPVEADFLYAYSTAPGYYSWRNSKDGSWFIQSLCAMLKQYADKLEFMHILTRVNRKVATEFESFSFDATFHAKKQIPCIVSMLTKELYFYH
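Technique: 405 nm absorbance of p-nitroaniline, reads at 0 and 120 min; Test system: Procaspase-3 D3A mutant; Incubation: 1 h enzyme-compound preincubation, then 2 h substrate reaction, 25 °C; Repeats: singlicate, each compound tested once; Benchmarks: low control DMSO wells, high control DMSO plus 5 µM PC-3 D3A.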
HCV core dimer – inhibitors of HCV core protein dimerization, primary screen, biochemical, TR-FRET, high-throughput; TR-FRET GST/Flag-core106 dimerization, 1536-well; inhibition, % at 5 µM; 0.33% of 300,000 active;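 active = inhibition above the mean of all tested compounds plus 3 SD, set per screening campaign, cut at about 45% in these data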
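Material: Tagged HCV core106 pair (GST and Flag) | Amount: GST-core106 13.5 nM, Flag-core106 17 nM | Medium: KF-containing HEPES buffer, pH 7.45, DTT, CHAPS, BSA | Reagent: Eu donor and XL665 acceptor anti-tag antibodies | Schedule: 4 h at 22.5 °C | Technique: Time-resolved FRET, ex 340 nm, em 617 and 671 nm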
CTSL1 counter – Fasciola hepatica cathepsin L1 inhibitors, primary screen, counter-screen for PFM18AAP inhibitor project, biochemical, QFRET, fluorogenic peptide substrate. recombinant F. hepatica cathepsin L1, Z-Leu-Arg-MCA fluorescence. inhibition, % at 5.96 µM. 0.49% of 300,000 active;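 active = inhibition above the mean of all tested compounds plus 3 SD, set per screening campaign, cut at about 17% in these data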;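 also: 0% = plate median of test compound wells and 100% = 1 µM Z-Phe-Ala-diazomethylketone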
procasp7 counter – procaspase-7 activators, primary screen, counter-screen for procaspase-3 activator project, biochemical, absorbance, HTS, human | Caspase-7 (Homo sapiens), P55210 | recombinant procaspase-7, Ac-DEVD-pNA absorbance 405 nm; D23A/D198A/D206A triple mutant, cannot self-cleave; scale: DMSO 0, 5 µM enzyme 100 | activation, % at 8.5 µM | 0.093% of 330,000 active;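 active = percent activation above the screen-wide mean plus 3 SD, cut at about 25% in these data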
Target sequence (P55210 whole entry D23A/D198A/D206A): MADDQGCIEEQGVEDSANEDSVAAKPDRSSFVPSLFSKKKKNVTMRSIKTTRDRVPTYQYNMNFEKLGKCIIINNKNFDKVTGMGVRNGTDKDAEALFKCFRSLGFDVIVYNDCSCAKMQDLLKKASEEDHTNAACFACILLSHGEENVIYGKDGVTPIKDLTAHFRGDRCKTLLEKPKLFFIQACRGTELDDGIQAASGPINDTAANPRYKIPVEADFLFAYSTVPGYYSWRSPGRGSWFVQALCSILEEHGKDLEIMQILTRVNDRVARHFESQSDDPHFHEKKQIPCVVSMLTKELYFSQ
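Material: Procaspase-7 triple mutant (PC-7 D3A) | Quantity: 2 µM procaspase-7 mutant as dispensed | Reagent: DEVD-pNA substrate | Times: 1 h preincubation, 2 h reaction | Technique: 405 nm absorbance of p-nitroaniline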
VLA-4 inh – inhibition in human VLA-4 binding assay, primary screen, VLA-4 allosteric modulator project, MLPCN library, flow cytometry, VLA-4 expressing cells | Integrin alpha-4 (Homo sapiens), P13612 | ligand binding flow cytometry | inhibition, % (about 7 µM as worked out from the volumes in the protocol) | 0.2% of 330,000 active | AID 2557, 2010; in the data active = inhibition above about 50%
PP5 primary – PP5 phosphatase inhibitors, primary screen, biochemical, fluorescence | 0.18% of 320,000 active | purified PP5c, OMFP substrate fluorescence | inhibition, % at 6.7 µM;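 active = inhibition above the campaign's mean inhibition across all tested compounds plus 3 SD, cut at about 9.5% in these data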;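 also: 0% = DMSO only and 100% = 100 µM cantharidin control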
Target sequence (P53041 whole entry, looked up): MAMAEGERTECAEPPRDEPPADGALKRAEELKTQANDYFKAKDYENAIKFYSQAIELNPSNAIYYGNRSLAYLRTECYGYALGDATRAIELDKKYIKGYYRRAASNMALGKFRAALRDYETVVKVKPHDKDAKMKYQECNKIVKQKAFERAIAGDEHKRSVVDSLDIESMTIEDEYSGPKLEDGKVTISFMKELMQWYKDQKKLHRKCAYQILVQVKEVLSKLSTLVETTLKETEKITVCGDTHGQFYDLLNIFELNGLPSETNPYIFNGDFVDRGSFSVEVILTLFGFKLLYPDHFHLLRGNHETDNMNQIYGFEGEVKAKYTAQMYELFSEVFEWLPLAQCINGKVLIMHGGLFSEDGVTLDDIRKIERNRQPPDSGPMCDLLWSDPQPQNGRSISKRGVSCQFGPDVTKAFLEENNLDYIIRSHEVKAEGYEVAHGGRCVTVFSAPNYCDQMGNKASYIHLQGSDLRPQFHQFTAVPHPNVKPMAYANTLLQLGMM
* = called active by the depositor; i = inactive; nt = no result given.

SMILES	PP1 counter	GRK2 inh	GASC-1 inh	procasp3 activ	HCV core dimer	CTSL1 counter	procasp7 counter	VLA-4 inh	PP5 primary
CCOc1ccccc1Nc1nc(N)nc(CSc2nccc(C)n2)n1	-5	1	3	-3	-4	-4	-2	4	-2.3
COc1ccc(C2C(C(C)=O)=C(O)C(=O)N2c2ccc(O)cc2)cc1 (configuration not stated)	-2	0	10	-1	-2	2	1	14	0.5
COc1ccc(-c2ccc(F)cc2)cc1[C@H]1[C@H]2C=CC[C@@H](C)[C@@H]2C(=O)N1Cc1ccccc1	9	0	12	0	-4	-1	-4	5	2.0
Cc1occc1-c1nnc(SCC(=O)c2c(N)n(C3CC3)c(=O)[nH]c2=O)n1C	-1	1	2	0	nt	nt	-5	1	-1.2
O=c1c(-c2ccccc2)[n+]([O-])c2ccccc2n1O	-3	0	6	-12	2	3	-14	4	-2.1
CC1(C)Cc2c(cnn2-c2ccccc2)C(=O)/C1=N\NC(=O)c1ccccc1	-1	1	-2	-3	13	-1	8	-18	0.7
Cc1ccccc1OCC(=O)NNC(=O)CCc1ccccc1	1	3	3	3	-14	-19	-9	13	-1.0
O=C(NCc1ccco1)c1cc2ccccc2c(=O)o1	-3	4	0	3	11	3	0	6	1.0
O=C(/C=C/NNC(=O)c1ccccc1)c1ccc(Br)cc1	6	0	-13	0	4	5	4	4	0.3
C=CCSc1nnc(N2C(=O)C(O)=C(C(=O)c3ccco3)C2c2ccccc2F)s1 (configuration not stated)	15	4	-3	2	-4	1	-9	7	1.4
Cc1ccc(C(=O)N/N=C(/CC(=O)c2cccs2)C(F)(F)F)cc1	1	0	-5	2	-6	6	-16	7	1.4
Cn1cc(CCC(=O)N2CCCC(C(=O)c3ccc(C(C)(C)C)cc3)C2)cn1 (configuration not stated)	-3	4	28	7	1	-4	3	12	3.9

Continued (two carried over from the part before).
SMILES	PP1 counter	GRK2 inh	GASC-1 inh	procasp3 activ	HCV core dimer	CTSL1 counter	procasp7 counter	VLA-4 inh	PP5 primary
Cc1ccc(C(=O)N/N=C(/CC(=O)c2cccs2)C(F)(F)F)cc1	1	0	-5	2	-6	6	-16	7	1.4
Cn1cc(CCC(=O)N2CCCC(C(=O)c3ccc(C(C)(C)C)cc3)C2)cn1 (configuration not stated)	-3	4	28	7	1	-4	3	12	3.9
CC(C)C1Oc2ccccc2N(CC(=O)N(Cc2ccncc2)Cc2ccco2)C1=O (configuration not stated)	1	3	-8	6	4	-1	13	29	0.2
Cc1ccc(/C=C(\NC(=O)c2ccccc2)C(=O)N2CCCC2C(=O)O)cc1 (configuration not stated)	-3	0	4	-4	13	0	-3	-8	-4.0
Cc1cccc(C(=O)NCC(=O)N2CCN(S(=O)(=O)c3cc(C)ccc3C)CC2)c1	-5	2	0	6	-1	-3	6	5	-2.1
CCOC(CNC(=O)c1cc2c(=O)n(CC)c3ccccc3c2s1)OCC	-5	0	-40	2	11	1	-8	5	-1.0
COc1cc(S(=O)(=O)Nc2ccccc2)ccc1N=Cc1c(C)[nH]n(-c2ccc(C)cc2)c1=O	-1	0	-20	-7	2	-2	2	-17	1.7
O=C(Nc1cccc2ccccc12)c1cnccn1	-3	4	14	-1	-1	-4	3	3	0.6
Cc1cc(C)n(CC(O)COCc2ccco2)n1 (configuration not stated)	-4	0	6	4	1	-5	-1	5	7.9
CCOC(=O)c1cnc(SCc2ccccc2)nc1N	2	0	-16	5	4	0	-10	2	1.4
C/C(CC(=O)NC(C)(C)C)=N\NC(=O)c1ccco1	-1	0	-7	4	-2	1	7	2	-2.1
COc1ccc(N2CCN(S(=O)(=O)c3cc4c5c(c3)C(C)C(=O)N5CCC4)CC2)cc1 (configuration not stated)	-2	0	-15	10	3	-2	5	-9	-0.7
Cc1ccc(C(=O)N[C@H](C(=O)Nc2cc(Cl)cc(Cl)c2)C(C)C)cc1	-3	0	-7	4	2	-5	12	3	2.9
COc1ccc(NC(=O)CN2C(=O)c3ccccc3S2(=O)=O)cc1OC	-4	0	-7	5	-10	-1	6	9	2.5
COc1ccccc1N1CCN(C2CCC(C)CC2)CC1 (configuration not stated)	-4	3	0	6	8	2	-3	10	0.1
Nc1nnc(SCC(=O)NC2CCCc3ccccc32)s1 (configuration not stated)	2	1	0	2	-2	-1	-3	-2	-1.0
O=C(Cc1ccccc1)Nc1ccccc1Sc1ccccc1	-10	0	3	-1	0	11	4	4	3.1
COc1ccc(N(CC(=O)N2CCc3ccccc3C2)S(=O)(=O)c2ccccc2)cc1	3	0	-8	-4	10	-1	-5	8	2.7
COc1ccc(C2N(c3ccc(Cl)cc3)N=C(C(C)=O)N(C)N2C(C)=O)cc1 (configuration not stated)	2	1	-12	-6	6	0	6	41	1.1
COc1ccc(C(=O)OC(C)CN2CCN(C)CC2)cc1 (configuration not stated)	2	1	7	5	8	-9	2	-2	-2.5
COc1ccc(S(=O)(=O)N2CCN(c3cccc(C)c3C)CC2)cc1	-1	0	-1	6	2	2	-1	-5	1.0
CC1CCC2(CC1)NC(=O)N(CC(=O)N1CCOCC1)C2=O (configuration not stated)	nt	0	0	8	nt	nt	11	-6	nt
CCc1ccc(NC(=O)CSc2nc(CSc3ccc(C)cc3)cc(=O)[nH]2)cc1	10	1	-2	5	11	-4	8	8	2.0
CCc1ccc2c(CN3CCN(Cc4ccccc4)CC3)cc(=O)oc2c1	-2	0	10	-1	9	7	1	6	0.8
COc1ccc(S(=O)(=O)N2CCOCC2)cc1NC(=O)c1ccccc1-c1ccc(C(F)(F)F)cc1	3	0	1	-3	11	3	2	-39	5.5
Cc1ccccc1NC(=O)Cn1c(C)nc2ccc(N)cc2c1=O	-1	2	i	8	4	-1	15	-7	0.1
COC(=O)CSc1nnc(C)c(=O)[nH]1	2	0	-3	10	2	0	5	-11	-0.2
NC(=O)c1ccc(-n2nnnc2Oc2ccccc2)cc1	-6	0	10	0	10	0	2	14	-1.6
CCOc1ccc(NC(=O)CN(C)C(=O)c2ccccc2CCc2ccccc2)cc1OCC	1	0	4	-6	-1	6	-3	-1	7.2
Cc1ccc(CNC(=O)CSc2nccn(-c3ccc(C)c(F)c3)c2=O)cc1	-2	0	3	-6	1	2	-16	6	0.6
COc1ccc(Br)cc1/C=N/NC(=O)C[n+]1ccccc1	1	0	6	-10	-2	2	3	-3	-2.3
O=C(Nc1nc2n(n1)C(c1ccccc1)CC(c1ccc(Cl)cc1)N2)c1ccco1 (configuration not stated)	8	0	0	-6	21	2	0	3	1.3
S=c1[nH]nc2nnc3ccccc3n12	-3	0	4	-15	-11	-1	-12	-4	0.1
O=C(NC1CCN(Cc2ccccc2)CC1)c1ccc(Cl)cc1Cl	-4	0	13	6	7	0	-1	9	-0.2
COc1ccc(N(CC(=O)N2CCCCCC2)S(=O)(=O)c2ccccc2)cc1	-2	0	8	-4	-20	3	-6	-7	2.3
CN1CCc2c(sc3c2C(=O)NC(c2ccc(-c4ccc(Cl)cc4)o2)N3)C1 (configuration not stated)	0	0	1	-18	4	7	-13	-10	1.3
Cc1nc2cc(F)ccc2n1C1CCN(C(=O)c2ccc(F)cc2F)CC1	-1	0	-13	3	1	6	10	0	-1.2
CCOc1ccc(N(C(=O)Cn2nnc3ccccc32)C(C(=O)NC(C)(C)CC)c2cccn2C)cc1 (configuration not stated)	3	0	4	1	14	3	3	5	4.0
COc1cc(C(=O)OCC(=O)N(C)Cc2ccccc2)cc(OC)c1OC	-3	0	-2	-1	14	-2	12	0	0.3
Cc1ccc(CN2CC34C=CC(O3)C(C(=O)NCc3ccc5c(c3)OCO5)C4C2=O)cc1 (configuration not stated)	0	1	-13	-2	1	7	-7	12	1.0
C=CCCCCCCCCC(=O)NNC1CC(=O)N(c2ccccc2)C1=O (configuration not stated)	0	0	-4	-1	4	-2	0	7	2.5
Cc1cc(Br)ccc1SCC(=O)OCC(=O)NCc1ccco1	2	52*	0	4	15	-9	-9	-5	2.0
O=c1oc2ccccc2c(NC2CCCCC2)c1NS(=O)(=O)c1ccc(Cl)cc1	5	4	14	0	-2	0	-3	-8	4.8
CCOC(=O)C1=CC[C@H]2c3c(c4ccccc4n3C)C(=O)C1N2S(=O)(=O)c1ccc(C)cc1	-2	2	1	0	nt	nt	10	15	0.9
Cc1c(C(=O)N2CCOCC2)sc(NC(=O)CCl)c1C#N	-10	0	2	-6	-4	17*	-5	-2	-2.7
Cc1csc(NC(=O)CSCC(=O)O)c1-c1nc2ccccc2s1	-1	3	4	-3	7	5	9	3	1.5
CC(C)(C)c1ccc(Cn2nnc3c(=O)[nH]c(C4CCCN(C(=O)c5ccco5)C4)nc32)cc1 (configuration not stated)	8	3	12	-7	7	5	-5	-3	2.1
CC1(C(=O)Nc2cccc(C(F)(F)F)c2)CO1 (configuration not stated)	-1	0	-15	15	-4	0	-6	6	2.4
S=C(Nc1ccc2nsnc2c1)N1CCCCCC1	1	17	4	-9	-17	108*	-23	1	6.2
Oc1ccc(/C=N/Nc2nccnc2Cl)cc1	5	5	17	2	-9	5	-4	10	-2.3
CC(C)C[C@H](NC(=O)C1CCN(C(=O)[C@H](Cc2ccccc2)NC(=O)OC(C)(C)C)CC1)C(=O)O	1	0	1	-8	-6	-3	-3	9	0.1
O=C(O)CSC12CC3CC(C1)CC(C(=O)O)(C3)C2	-3	2	4	9	-5	3	7	17	3.1
COc1ccc(CNC(=O)C/C(C)=N/NC(=O)COc2ccc(Br)cc2)cc1	-3	2	0	-6	2	3	-2	-2	0.3
CCOc1ccccc1NC(=O)CN1C(=O)NC(Cc2c[nH]c3ccccc23)C1=O (configuration not stated)	1	0	-1	-8	nt	nt	-14	-11	-0.1

Full records from above.
`COc1ccc(Br)cc1/C=N/NC(=O)C[n+]1ccccc1` in the list: PP1 counter: 1; GRK2 inh: 0; GASC-1 inh: 6; procasp3 activ: -10; HCV core dimer: -2; CTSL1 counter: 2; procasp7 counter: 3; VLA-4 inh: -3; PP5 primary: -2.3
`Cc1ccc(C(=O)N[C@H](C(=O)Nc2cc(Cl)cc(Cl)c2)C(C)C)cc1` in the list: PP1 counter: -3; GRK2 inh: 0; GASC-1 inh: -7; procasp3 activ: 4; HCV core dimer: 2; CTSL1 counter: -5; procasp7 counter: 12; VLA-4 inh: 3; PP5 primary: 2.9
